# Screening data as filed in PubChem BioAssay.
# EP2 mod = EP2 receptor modulators, cAMP readout, primary screen, cell-based, HTRF cAMP, PGE2 stimulation; Prostaglandin E2 receptor EP2 subtype (Homo sapiens), P43116; EP2-expressing cells, cAMP HTRF FRET, PGE2 co-stimulation; induction, % at 25 µM; 260,000 tested, 0.83% active; AID 940, 2007;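 active = compounds whose cAMP rise, as percent of the full-agonist control response, exceeds 60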;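 note: rat C6 glioma line stably carrying human EP2 under a CMV promoter; the protocol text gives 20 µM as final concentration; 100% = response of wells given 1 µM PGE2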
# Target sequence (P43116 whole entry, looked up): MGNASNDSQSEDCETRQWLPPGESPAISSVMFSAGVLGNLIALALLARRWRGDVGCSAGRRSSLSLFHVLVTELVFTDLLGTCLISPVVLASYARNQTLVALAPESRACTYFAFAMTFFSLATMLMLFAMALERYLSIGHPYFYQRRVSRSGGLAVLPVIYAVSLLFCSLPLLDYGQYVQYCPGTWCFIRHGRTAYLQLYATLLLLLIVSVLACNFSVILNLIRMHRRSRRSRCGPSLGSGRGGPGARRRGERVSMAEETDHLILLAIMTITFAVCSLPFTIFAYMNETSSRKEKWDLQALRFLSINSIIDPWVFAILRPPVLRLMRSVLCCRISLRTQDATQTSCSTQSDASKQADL
# * = called active by the depositor; & = joins results of further samples. This is a subset; count on the stated rates, not on these rows.
# The first five entries, to show the layout:
SMILES,EP2 mod
CN1Cc2cccc(C(=O)N3CCC(C(=O)c4nc5ccccc5s4)CC3)c2C1=O,-23.6
Cc1nnc(SCC(N)=O)n1-c1cccc(Cl)c1,-12.8
COc1ccccc1-c1nc2cnccn2c1NCc1ccco1,-22.6
COc1cc2cc(CN(CCCO)C(=S)Nc3ccc(F)cc3)c(=O)[nH]c2cc1OC,-30.4
Nc1cccc(C(=O)Nc2nccs2)c1,-17.3

# Main list, from the first entry:
SMILES,EP2 mod
CN1Cc2cccc(C(=O)N3CCC(C(=O)c4nc5ccccc5s4)CC3)c2C1=O,-23.6
Cc1nnc(SCC(N)=O)n1-c1cccc(Cl)c1,-12.8
COc1ccccc1-c1nc2cnccn2c1NCc1ccco1,-22.6
COc1cc2cc(CN(CCCO)C(=S)Nc3ccc(F)cc3)c(=O)[nH]c2cc1OC,-30.4
Nc1cccc(C(=O)Nc2nccs2)c1,-17.3
COCCCn1c(Cc2ccccc2)nnc1SCC(=O)N1CCOCC1,-6.8
Cc1sc2ncn(CC(=O)N3CCCCC3)c(=O)c2c1-c1ccc(Cl)cc1,-64.3
O=C(CN1CCC(Nc2nc3c(c(=O)[nH]2)CCCC3)CC1)NC1CCCC1,4.4
O=C(O)[C@@H]1[C@H](C(=O)NCc2ccncc2)[C@@H]2C=C[C@H]1O2,5.8
Cc1sc(NC(=O)CSc2ncnc3scc(-c4ccccc4)c23)c(C#N)c1C,0.3
CC[C@H](Cn1ncc2ccccc2c1=O)NC(=O)C1(c2ccccc2)CCCC1,-9.5
Cn1c(=O)oc2cc(S(=O)(=O)NCC(=O)O)ccc21,-3.2
Cc1cc(/C=C2\SC(=O)N(CC(=O)N3CCOCC3)C2=O)c(C)n1C,5.0
O=C(NC1CCCCC1)C(c1ccc(F)cc1)N(Cc1ccco1)C(=O)Cc1ccsc1 (stereo not drawn),34.2
COCCn1c(SCc2ccccc2F)nnc1-c1ccco1,-12.1
COc1ccc2[nH]c(=O)c(CN(Cc3ccco3)C(=O)Nc3ccc(F)cc3)cc2c1,-68.8
O=C(CSc1nnnn1-c1cccc(F)c1)NCc1ccc2c(c1)OCO2,-17.2
CCOC(=O)Cn1nnc2c(cnn2-c2ccc(F)cc2)c1=O,-15.8
COc1ccc(C)cc1S(=O)(=O)N1CCCC1,3.1
CNC(=O)Cc1nc2ccccc2n1CC(=O)Nc1cc(OC)cc(OC)c1,12.4
COc1ccc2nc(CN(CCCn3ccnc3)Cc3ccc(C)o3)ccc2c1,-86.7
Cc1cccc(C2(O)CCN(CC(O)c3ccc4c(c3)OCCO4)CC2)c1 (stereo not drawn),-46.3
Cc1cccc2cc(C(c3nnnn3C3CCCCC3)N3CCN(c4ccccc4)CC3)c(=O)[nH]c12 (stereo not drawn),2.9
CC(NC(=O)c1ccccc1)c1n[nH]c(=S)n1C (stereo not drawn),6.4
Cc1ccc(Nc2nc3c(c(=O)[nH]c(=O)n3C)n2CCO)cc1,4.1
CCOc1cc2c(cc1/C=C1\C(C)=C(C#N)c3nc(N)c(C#N)c(C)c31)OCO2,3.4
CCOc1cc2c(cc1CN[C@@H]1CCC(=O)N[C@H]1c1cc(F)cc(F)c1)OCO2,-9.7
Cn1c(SCC(=O)N2CCOCC2)nnc1-c1ccco1,0.3
CCCc1nn(CC(=O)NC(C)c2ccccn2)c(=O)c2cc3ccsc3n12 (stereo not drawn),-10.5
O=C(O)/C(Cc1ccc([N+](=O)[O-])cc1)=N\O,24.8
COc1ccc(CC(=O)NCCn2nc(-c3cccs3)ccc2=O)cc1,-18.1
O=C(Cn1ncc2cccn2c1=O)Nc1ccc2c(c1)OCCO2,-1.7
COc1ccc(-c2cc(C(F)(F)F)nc(SCC(=O)N3CCOCC3)n2)cc1,-30.1
O=c1[nH]c(N2CCCC2)nc2c1CN(Cc1nnnn1Cc1ccco1)CC2,8.4
CCn1cc(CC(=O)N(C)CCCN2CCN(C)CC2)c2ccccc21,5.1
COc1ccc(-c2ccc(SCC(=O)Nc3ccc(N(C)C)cc3)nn2)cc1OC,-44.8
O=C(/C=C\Nc1ccc2[nH]ncc2c1)c1ccco1,-40.8
CCC(=O)N1CCc2cc(C(O)CN3CCC(O)(c4ccccc4C)CC3)ccc21 (stereo not drawn),-39.6
N#CC(Cc1ccncc1)C(=O)Nc1ccc(Br)cc1 (stereo not drawn),-38.9
CNS(=O)(=O)c1ccc(NC(=O)c2cc3nc(-c4ccco4)cc(C(F)(F)F)n3n2)cc1,2.8
CCCC(c1nnnn1CC1CCCO1)N(Cc1cc2cc(C)c(C)cc2[nH]c1=O)C1CCCC1 (stereo not drawn),39.7
CC1CCCC(C)N1C(=O)CN1CCC(c2ccc3c(c2)OCO3)CC1 (stereo not drawn),-12.0
O=C(CSc1nnc(-c2cc3ccccc3cc2O)o1)Nc1cccc2ccccc12,-30.4
COc1ccc2c(c1)C=C(CN1CCC(O)(c3ccc(F)cc3)CC1)CO2,-117.8
Cn1c(=O)c2c(nc(N3CCOCC3)n2CCC#N)n(C)c1=O,-1.6
CCCC(CCC)C(=O)O,-1.6&-0.7
CCOc1ccc(S(=O)(=O)NCc2cccnc2)cc1C(C)C,-5.3
COc1ccc(/C=C/C(=O)NC(=S)Nc2ccc(S(=O)(=O)Nc3nc(C)cc(C)n3)cc2)cc1,-118.6
CC(=O)O[C@H]1C[C@@H](O)C(C)(C)C2C[C@@H](OC(C)=O)[C@]3(C)C(CC[C@@]4(C)[C@H](c5ccoc5)OC(=O)C5OC543)[C@]21C (stereo partly drawn),15.9
Cc1ccc(N2CCCC2=O)cc1S(=O)(=O)NC1(c2ccccc2F)CC1,-29.9
Cc1nonc1CC(=O)NC(C)Cn1nc2c(C)cc3ccccc3n2c1=O (stereo not drawn),7.4
CC(C)N1CCN(C2CCCCCC2)CC1,8.5
Cc1nc2cc(-c3ccc(F)cc3)nn2c(N2CCOCC2)c1C,11.7
CC1CCN(S(=O)(=O)c2cccc(C(=O)Nc3cccc(O)c3)c2)CC1,-108.0
CCCC(c1nnnn1C(C)(C)C)N(Cc1ccc(OC)cc1)Cc1cc2ccc(C)cc2[nH]c1=O (stereo not drawn),54.1
Cc1cc2ccccc2nc1SCC(=O)Nc1nc(C)c(C)s1,0.2
O=C(O)C1C2C=CC3(CN(CC4CCCO4)C(=O)C13)O2 (stereo not drawn),36.8
Cc1ccc(CN(CCCN2CCOCC2)Cc2ccnn2C2CCCCO2)o1 (stereo not drawn),-17.4
CN1CCN(c2nc3c(c(=O)[nH]c(=O)n3C)n2C)CC1,3.7
CCCN(Cc1cc2cc(OC)ccc2[nH]c1=O)C(=O)C(C)C,-30.8
# Following part.
SMILES,EP2 mod
CC(C)c1nnc(NC(=O)Cc2c(F)cccc2Cl)s1,11.1
CCc1nn(CC(=O)OC)c(=O)c2cc3ccsc3n12,20.8
O=C(Cn1nnc2ccccc21)N1CCCC(c2ncncc2-c2ccncc2)C1 (stereo not drawn),-7.7
Cc1cc2cc(C#N)c(SCC(=O)N3CCCc4ccccc43)nc2cc1C,12.5
Clc1ccc2c(c1)N(CCCN1CCCC13CCCCC3)c1ccccc1S2,-5.1
COc1cccc(C2(NC(=O)c3cnccn3)CCCC2)c1,5.4
COc1ccc(C(O)CN2CCC3(CC2)CC(O)c2cc(C)ccc2O3)cc1OC (stereo not drawn),-54.2
Cc1ccc(N2CC(C(=O)NCCN3CCOCC3)CC2=O)cc1 (stereo not drawn),-38.7
COc1cccc(NC(=O)N2C3CCC2CC(O)(c2cccnc2)C3)c1 (stereo not drawn),-3.1
Cc1nnc(SCC(=O)NC2CCCCC2)n1CCc1ccccc1,-16.8
COc1ccc(NC(=O)CSc2nc(-c3ccccc3)cc(C(F)(F)F)n2)cc1OC,-92.9
CS(=O)(=O)Nc1nnc(CCc2ccccc2)s1,-9.8
COc1ccc(NC(=O)NC2(C)CCS(=O)(=O)C2)cc1 (stereo not drawn),-44.4
Cc1nn(CCC(=O)N2CCc3onc(-c4ccccc4F)c3C2)c(C)c1C,-51.2
Cc1ccc2cc(CN(Cc3nnnn3C3CCCC3)C3CCCCC3)c(=O)[nH]c2c1,1.1
COc1cc2cc3c(N)c(C(=O)NCc4cccs4)sc3nc2cc1OC,-88.8
COCc1nnc(NC(=O)COc2ccc(C(C)C)cc2)s1,-12.8
CCOC(=O)N1CC=C2C(C#N)=C(N)C(C#N)(C#N)C(C(C)C)C2C1 (stereo not drawn),-3.5
COc1ccc(O)c(NS(=O)(=O)c2ccc3c(c2)NC(=O)CO3)c1,-95.7
Cc1ccccc1-n1nc(C)c(CN(Cc2ccc3c(c2)OCO3)CC(C)O)c1C (stereo not drawn),-65.9
CCNC(=O)C(N)Cc1c[nH]c2ccccc12 (stereo not drawn),-35.8
O=C(Cc1ccc(F)cc1)N1CCC(O)(c2ccccn2)CC1,-29.6
C=CCNC(=O)CCSc1nc(-c2ccc(OC)cc2)cc(C(F)(F)F)n1,-7.5
CCOC(=O)c1c(-c2ccccc2)c2oc3ccc(Cl)cc3c2[nH]c1=O,26.0
Cc1ccc(NC(=O)CSc2nnc(-c3ccco3)n2CC2CCCO2)cc1 (stereo not drawn),-8.8
COc1ccc(NC(=O)CN2CCC3(CC2)CC(=O)c2ccccc2O3)cc1,-33.0
O=C(O)CSc1ccc(-c2nc3ccccc3[nH]2)cn1,-32.0
COc1ccc(NC(=O)CSc2ncnc3c2cnn3-c2ccc(C)c(C)c2)cc1,11.9
O=c1[nH]c2cc3c(cc2cc1CN(CCCO)C(=S)NC1CCCCC1)OCO3,0.8
CSc1nc(O)c(C2CCCCC2)c(=O)[nH]1,-1.2
Cc1ccc(C2C(C#N)=C(N)Oc3n[nH]c(-c4cc(C)sc4C)c32)s1 (stereo not drawn),-29.6
O=C(CN1C(=O)[C@@H]2CCCN2C(=O)c2ccccc21)NC1CC1,8.6
CCC(=O)Nc1cc(NC(=O)CSc2nc(C)nc3sc4c(c23)CCC(C)C4)ccc1C (stereo not drawn),-8.3
COc1ccc2[nH]c(=O)c(CN(C3CCCCC3)S(=O)(=O)c3ccc(C)cc3)cc2c1,5.4
O=C(C1CCC1)N1CCC[C@H]1Cn1nc(-c2ccc3c(c2)OCO3)ccc1=O,-12.6
O=C(c1nccs1)C1CCN(C(=O)CC2CCCC2)CC1,-114.8
CC(C)[C@H](Cn1nc(C2CC2)ccc1=O)NC(=O)c1nccc2ccccc12,-57.6
CCc1nn(CC(=O)NC(C)C)c(=O)c2cc3oc(C)cc3n12,-28.9
COc1ccc(S(=O)(=O)N2CCN(S(=O)(=O)c3ccccc3Br)CC2)cc1,-26.9
O=c1[nH]c(/C=C/c2ccc3c(c2)OCO3)nc(O)c1[N+](=O)[O-],-6.7
c1ccc(-c2cn3c(-c4ccccn4)c(-c4ccccn4)nnc3n2)cc1,-28.6
COc1ccc(C(C)NC(=O)Cn2c(-c3cccs3)cc3cccnc32)cc1OC (stereo not drawn),-37.7
CCC(c1nnnn1CCc1ccc(OC)c(OC)c1)N1CCN(c2ccccc2)CC1 (stereo not drawn),-25.1
Cn1ncc([N+](=O)[O-])c1C(=O)Nc1cc(Cl)ccc1Cl,-28.5
COc1cc2nc(N3CCN(C(=O)OCc4ccccc4)C(C(=O)NC(C)(C)C)C3)nc(N)c2cc1OC (stereo not drawn),-16.6
CCc1ccccc1NC(=S)N(Cc1ccco1)Cc1cc2ccc(C)c(C)c2[nH]c1=O,45.0
Nc1cc(-c2cccs2)nn(CC(=O)NCc2ccc(Cl)cc2)c1=O,-109.8
O=C(c1nc2ccccc2s1)C1CCN(C(=O)C2(c3ccccc3)CC2)CC1,-38.0
Cc1occc1-c1nn(CC(=O)N2C(C)CCCC2C)c(=O)o1 (stereo not drawn),-40.1
CSc1nc(-c2ccco2)nn1C(C)=O,21.1
CCSC[C@@H](N)C(=O)O,13.2
Cc1ccc(C)c(NC(=O)c2oc3ccccc3c2C)c1,32.3
CCOC(=O)c1sc(NC(=O)COc2cc(C)ccc2C)c(C#N)c1C,-17.5
CC(=O)c1cc2c(cc1NS(=O)(=O)c1ccc(S(=O)(=O)N(C)C3CCCCC3)cc1)OCO2,-15.8
COc1ccc(S(=O)(=O)N2CCN(C)CC2)c(C)c1C,-8.8
N#Cc1ccc(-c2ccc3c(c2)OCO3)nc1SCC(=O)Nc1ccc(F)cc1F,-14.2
CCOC(=O)c1cccc(NC(=O)CSc2nnc3c(C)cc4cc(OC)c(OC)cc4n23)c1,-7.2
Cc1ccc2cc(CN(CCCO)Cc3nnnn3CCc3ccccc3)c(=O)[nH]c2c1C,-47.4
COc1ccc(/C=C/C(=O)NC(=S)Nc2ccc(S(=O)(=O)Nc3cc(C)on3)cc2)cc1,-134.3
COc1ccccc1-c1cc(C(F)(F)F)n2nc(C(=O)O)c(Cl)c2n1,-11.6
# The list goes on:
SMILES,EP2 mod
COCCn1c(SCC(=O)Nc2cccc(Cl)c2C)nnc1C(C)C,-10.8
CCc1cccc(CC)c1NC(=O)CSc1nnc(NC(=O)C2CC2)s1,-5.8
Cc1c(C(=O)OC(C)C(C)CN(C)C)oc2ccccc12 (stereo not drawn),-48.8
Cc1[nH]c2c(C(=O)NC(C)c3nc(-c4cccnc4)no3)cccc2c1C (stereo not drawn),-21.3
CN[C@@H]1[C@@H](O[C@H]2O[C@H](CO)[C@@H](N)[C@H](O)[C@H]2O)O[C@H]2C[C@@H](N)[C@H](O[C@H]3[C@H](O)[C@@H](O)[C@H](N)C[C@@H]3N)O[C@@H]2[C@@H]1O,2.0
COCCCNS(=O)(=O)c1ccc2c(c1)NC(=O)C(C)(C)O2,-13.6
O=C(COC(=O)c1cccs1)Nc1cccc2ccccc12,-10.2

# An excerpt of these results, with values ahead of the structure:
EP2 mod	Compound
-46.3	Cc1cccc(C2(O)CCN(CC(O)c3ccc4c(c3)OCCO4)CC2)c1 (stereo not drawn)
-30.4	O=C(CSc1nnc(-c2cc3ccccc3cc2O)o1)Nc1cccc2ccccc12
8.5	CC(C)N1CCN(C2CCCCCC2)CC1
-1.2	CSc1nc(O)c(C2CCCCC2)c(=O)[nH]1
-15.8	CC(=O)c1cc2c(cc1NS(=O)(=O)c1ccc(S(=O)(=O)N(C)C3CCCCC3)cc1)OCO2
